HIV fusion peptide = inhibitors of HIV fusion peptide binding, primary screen, biochemical, uHTS, fluorescence dequenching (AID 1986). cell-free peptide binding, fluorescence dequenching, 30 min; higher % means a stronger effect. inhibition, % at 20 µM, or IC50 in µM where a hit was titrated. 290,000 compounds, 0.3% hits; in the data active = inhibition mostly above about 52%, no sharp cut-off; inactive = mostly below about 76%; note: some results filed as inactive read as strong as hits
West Nile antiviral = West Nile virus antiviral activity, cell-based, CPE readout (AID 1621); West Nile virus-infected cells, CPE inhibition; higher % means a stronger effect; CPE inhibition, % at 10 µM; hits with a dose series show IC50 in µM; 290,000 compounds, 0.02% hits; in the data active = a potency from the dose series; inconclusive = CPE inhibition mostly from about 3.7% at the one dose, without a potency; inactive = the rest, 99 in 100 with CPE inhibition below about 2.2%; note: strong numbers were not always called active
GPR55 beta-arrestin = selective activators of receptor GPR55 – imaging, U2OS cells, beta-arrestin-GFP redistribution, primary screen (AID 1961); U2OS GPR55 beta-arrestin-GFP redistribution imaging; higher % means a stronger effect; activation, % at 10 µM, or EC50 in µM where a hit was titrated; 290,000 compounds, 0.048% hits;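 active = activation above 40% with more than 50 cells counted in the well; inconclusive = wells holding fewer than 50 cells, flagged as toxic or sparse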;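 note: U2OS osteosarcoma cells stably expressing GPR55 and beta-arrestin-GFP; plate controls were DMSO negative control for no effect and LPI positive control for full effect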
NOD1 inhibition = NOD1 signaling inhibitors, primary screen, cell-based, luminescence, uHTS (AID 1578) | NOD1-driven NF-kB luciferase reporter cells, luminescence; higher % means a stronger effect | inhibition, % at 4 µM; hits with a dose series show EC50 in µM | 290,000 compounds, 1% hits; in the data active = inhibition mostly above about 36%, no sharp cut-off; inactive = mostly below about 34%;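 note: HEK-293T reporter cells stimulated with the NOD1 agonist gamma-tri-DAP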
GPR35 antagonists = inhibition of zaprinast-stimulated GPR35 beta-arrestin translocation – imaging, U2OS, beta-arrestin-GFP, zaprinast agonist, primary screen (AID 2058); U2OS GPR35 beta-arrestin-GFP translocation imaging, zaprinast antagonism; higher % means a stronger effect; one-dose inhibition, % at 10 µM; IC50 in µM for titrated hits; 290,000 compounds, 0.052% hits;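 active = inhibition of at least 50% with at least 30 cells and total cytoplasm GFP at most 10,000,000; inconclusive = under 30 cells or total GFP of 10,000,000 plus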
KOR beta-arrestin-1 = kappa opioid receptor activators – cell-based, luminescence, uHTS, primary screen (AID 1777); KOR beta-arrestin recruitment, luminescence; higher % means a stronger effect; one-dose activation, % at 10 µM; EC50 in µM for titrated hits; 280,000 compounds, 0.02% hits; in the data active = activation above about 50%, passing the limit was not always enough; note: a part of the inactive calls stands beside numbers as strong as those of hits
KOR beta-arrestin-2 = KOR antagonists, beta-arrestin recruitment, cell-based, luminescence, uHTS (AID 1778) | KOR beta-arrestin recruitment, luminescence, antagonist mode; higher % means a stronger effect | inhibition, % at 10 µM, or IC50 in µM where a hit was titrated | 290,000 compounds, 0.091% hits; in the data active = inhibition above about 50%; note: strong numbers were not always called active
NS5 inhibitors = flavivirus cap methylation enzyme inhibition – biochemical, confirmation dose response, primary screen (AID 588689); 340,000 compounds, 0.3% hits; one-dose inhibition, % at 25 µM; IC50 in µM for titrated hits; Dengue-2 NS5 methyltransferase capping enzyme assay, biochemical; higher % means a stronger effect; in the data active = a potency from the dose series; inconclusive = inhibition above about 29% without an active follow-up result
GPR55 antagonists = GPR55 antagonists blocking LPI-driven arrestin recruitment, primary screen, imaging, U2OS, beta-arrestin-GFP, LPI agonist (AID 2013) | U2OS GPR55 beta-arrestin-GFP translocation imaging, LPI antagonism; higher % means a stronger effect | inhibition, % at 10 µM; hits with a dose series show IC50 in µM | 290,000 compounds, 0.13% hits;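 active = spots per cell inhibited over 60%, with over 100 cells counted and total cytoplasm intensity under 500,000; inconclusive = wells with under 100 cells, flagged as likely toxic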;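 note: U2OS cells stably carrying GPR55 and arrestin-GFP stimulated by 5 µM LPI near EC80; imaged beta-arrestin-GFP aggregate spots per cell after agonist stimulation; plate controls were LPI-stimulated DMSO wells for no effect and DMSO wells without LPI for full effect; some results filed as inactive read as strong as hits; confirmed hits need IC50 under 10 µM and bright autofluorescent wells are also inconclusive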
* hit, by the source's call; ? = inconclusive; · = not tested or not shown; [ ] = remark or other dose.

Molecule,HIV fusion peptide,West Nile antiviral,GPR55 beta-arrestin,NOD1 inhibition,GPR35 antagonists,KOR beta-arrestin-1,KOR beta-arrestin-2,NS5 inhibitors,GPR55 antagonists
CNC(=O)C1CC(=O)N(c2ccc(F)c(Cl)c2)C1 (centres undefined),-2.3%,0.3%,0.3%,8%,-2%,6.5%,-6%,3%,1%
Cc1cccc(/C=N/c2sc3c(c2C(=O)OC(C)(C)C)CCN(C)C3)c1O,1.0%,-0.2%,-0.2%,-27%,2%,-4.9%,-2%,-4%,5%
O=C(COc1ccc(Br)cc1Br)NC(=O)NC1CCCC1,1.0%,-0.2%,0.1%,-56%,-5%,-4.4%,22%,0%,-10%
CC(=O)C(CC(=O)N1CCCc2ccccc21)C(=O)Nc1ccc(F)cc1 (centres undefined),1.1%,0.0%,0.0%,-7%,8%,-0.5%,-28%,1%,3%
COc1ccc(S(=O)(=O)NCC2CCCO2)c(Cl)c1Cl (centres undefined),-0.2%,-1.2%,-0.1%,-15%,23%,-0.7%,15%,·,6%
O=C(O)/C=C/C(=O)Nc1ccc2nccnc2c1,-1.7%,-0.1%,-0.1%,-19%,4%,-0.5%,8%,-9%,6%
Cc1c(C(=O)N/N=C/c2cccs2)nc2ccccn12,-2.1%,0.5%,?,-15%,-7%,2.3%,29%,-9%,8%
CCCC(C(=O)NC1CCCC1)N(Cc1ccc2c(c1)OCO2)C(=O)c1snc(C(N)=O)c1N (centres undefined),1.1%,0.0%,-0.2%,11%,-16%,1.5%,34%,-1%,-13%
Cc1cc(=O)[nH]c(-c2ccc(Cl)cc2)n1,-1.0%,-0.7%,0.2%,1%,2%,4.1%,-14%,-3%,2%
Cc1ccc(NC(=O)CCNC(=O)c2ccc(Cl)cc2)cc1C,0.2%,-1.2%,0.6%,-4%,12%,-4.1%,-4%,-2%,4%
CCN(CC)c1ccc(N=Cc2ccc([N+](=O)[O-])o2)cc1,20%,0.6%,0.3%,-31%,2%,-0.1%,-25%,27%,16%
Cn1cccc1C(NC(=O)c1ccccc1)C(Cl)(Cl)Cl (centres undefined),-0.8%,-1.0%,0.0%,0%,-4%,-4.9%,8%,-4%,2%
COC(=O)Cc1ccc(N(Cc2ccccc2F)S(=O)(=O)c2ccc(C)cc2)cc1,-2.4%,0.2%,-0.1%,14%,6%,-1.0%,24%,-8%,21%
COc1ccc2ccccc2c1/C=N/n1cnnc1,0.0%,-0.2%,-0.3%,-13%,-6%,1.0%,-1%[20 µM],-10%,-3%
Cc1ccc(C)c(NC(=S)NC(NC(=O)Cc2ccccc2)C(Cl)(Cl)Cl)c1 (centres undefined),0.8%,-0.4%,-0.1%,-16%,-1%,-0.6%,-2%,-7%,-6%
Cn1nnc2cc(C(=O)N3CCN(c4ccccc4)CC3)ccc21,-0.5%,0.0%,-0.1%,-12%,2%,-1.7%,22%,4%,-4%
O=C(O)c1sc2cc(C(F)(F)F)cnc2c1-c1cccs1,1.6%,0.5%,0.3%,-35%,12%,-2.4%,-3%,·,-11%
COc1ccccc1C(=O)N/N=C/c1c[nH]c2ccccc12,-2.0%,-0.7%,0.4%,-15%,-9%,-4.1%,18%,-3%,7%
O=C(Nc1ccc(F)c(Cl)c1)C1CCN(c2ncnc3c2nc2n3CCCCC2)CC1,4.5%,-0.4%,0.2%,-3%,-13%,2.5%,-10%,-9%,12%
CC(=O)Nc1ccc(C(=O)NCC(c2ccco2)N(C)C)cc1 (centres undefined),2.4%,-0.1%,0.2%,2%,3%,3.5%,-12%,-3%,11%
CC1C2NC(=O)N(Cc3ccccc3)C1(C)Oc1ccccc12 (centres undefined),1.6%,-0.4%,-0.4%,10%,-8%,6.5%,15%,-4%,-7%
CC(C)Cc1[nH]c(=O)c(C#N)c2c1CCCC2,0.5%,0.2%,-0.1%,·,-2%,-0.6%,24%,-4%,9%
CCCCNC(=O)C1CCN(C(=O)C2CCN(S(=O)(=O)c3ccc(C)cc3)CC2)CC1,0.8%,-0.3%,-0.1%,-21%,-10%,-0.8%,6%,-5%,7%
NNC(=O)c1sc(-c2ccccc2)cc1N,3.0%,0.2%,-0.4%,-33%,-11%,-2.2%,11%,-5%,0%
COc1ccc(-c2cc(C(F)(F)F)nc(SCC(=O)NCc3cccs3)n2)cc1,-1.9%,-0.4%,-0.3%,-8%,-2%,-4.2%,-11%,-2%,-5%
CCN(CC)c1ccc2c(c1)OC(N)=C(C#N)C2c1cccnc1 (centres undefined),151%,0.0%,0.2%,-38%,5%,-1.2%,-84%,?,-14%
CC(C)c1ccc(NC(=O)c2ccc3c(c2)CCN3S(C)(=O)=O)cc1,-0.7%,-0.2%,-0.3%,-7%,-12%,-7.4%,-6%,-5%,5%
CCOC(=O)C1(Cc2ccccc2C(F)(F)F)CCN(C2CCCC2)CC1,-0.1%,-0.6%,-0.1%,-32%,2%,·,-38%[20 µM],-14%,26%
O=[N+]([O-])c1ccc(C(=S)N2CCCC2)cc1,-1.5%,-1.1%,-0.1%,-34%,13%,-0.9%,-59%[20 µM],-2%,4%
COc1ccc(Cl)cc1NC(=O)Nc1cnccn1,4.5%,-0.5%,-0.1%,0%,10%,8.4%,-12%,3%,0%
Cc1cc(C)cc(-n2c(C)c3c(C)nnc(C)c3c2C)c1,1.0%,-0.1%,0.1%,-26%,11%,-0.5%,-32%,-12%,19%
CC(=O)c1cccc(NC(=O)CC2S/C(=N/N=C3CCCCCC3)NC2=O)c1 (centres undefined),1.7%,-0.3%,-0.4%,-30%,12%,0.6%,-32%,-1%,-2%
COc1ccc(NC(=O)C2CCCN(C(=O)Nc3ccc(OC)cc3)C2)cc1 (centres undefined),-0.3%,0.6%,-0.2%,-20%,2%,4.4%,-30%,-2%,-1%
CCOC(=O)c1cc(C)sc1NC(=O)CCC(=O)O,0.7%,-0.1%,0.0%,0%,-10%,4.1%,-10%,-2%,-6%
COCCOc1cc2ncnc(N3CCC(C(=O)O)CC3)c2cc1OCCOC,-0.3%,1.1%,-0.2%,-13%,-7%,5.7%,5%,1%,10%
O=C(CSc1nnc(COc2ccc(F)cc2)o1)N1CCCCC1,0.7%,-0.5%,0.3%,-33%,15%,0.4%,-16%,-2%,-5%
CCn1c(COc2ccc(C)cc2)nnc1SCC(=O)Nc1ccc(S(N)(=O)=O)cc1,-1.7%,0.1%,0.0%,-6%,8%,-3.2%,-15%,4%,3%
O=C(NCC1CCCO1)c1onc(CSc2ccc(F)cc2)c1C(=O)O (centres undefined),1.9%,-0.1%,-0.1%,18%,6%,4.4%,-20%,-6%,0%
COc1ccccc1Oc1c(C)oc2cc(OC(=O)c3ccco3)ccc2c1=O,-0.8%,0.7%,-0.1%,·,-22%,-1.4%,10%,-32%,7%
CN1CCN(C(=O)c2cc3sccc3n2CC(=O)c2ccccc2)CC1,4.0%,-0.6%,-0.2%,-7%,2%,3.3%,-8%,-7%,-3%
Cc1ccc(CC(=O)N2CCN(C(=O)C3CCCO3)CC2)cc1 (centres undefined),0.6%,-0.1%,0.0%,-35%,-20%,-3.1%,3%,1%,19%
CCOC(=O)Cc1csc(NC(NC(=O)CC)(C(F)(F)F)C(F)(F)F)n1,2.9%,0.6%,0.2%,-14%,8%,0.0%,-28%,-3%,-2%
O=C(CSCC(=O)N1CCN(c2ccccc2)CC1)Nc1nc(-c2ccc(Cl)s2)cs1,0.1%,0.3%,0.2%,32%,-18%,2.8%,-74%,-1%,-4%
CN(C)c1ccc(C(CNC(=O)c2ccc(F)cc2)c2c[nH]c3ccccc23)cc1 (centres undefined),-2.8%,-1.4%,-0.4%,-15%,4%,4.6%,21%,-12%,-9%
CC(C)C(=O)Nc1ccc2nn(-c3ccc(F)cc3)nc2c1,-1.2%,0.9%,-0.3%,-50%,12%,8.3%,-25%[20 µM],-5%,-8%
O=C(COc1ccc(Cl)cc1Cl)NCCSc1ccc(Cl)cc1,0.6%,0.0%,0.2%,5%,-14%,-3.9%,-7%,-6%,10%
CN1CCN(/N=C/c2ccc(N(C)c3ccccc3)cc2)CC1,1.1%,0.3%,-0.2%,-7%,-24%,0.0%,-47%,0%,3%
COc1ccccc1N(CC(O)COc1ccccc1)S(=O)(=O)c1ccccc1 (centres undefined),0.5%,-1.5%,-0.2%,-5%,18%,6.5%,26%,0%,-2%
Cc1cccc(C(=O)Nc2cccnc2Cl)c1,1.5%,-1.2%,-0.1%,-38%,-3%,-2.2%,-34%[20 µM],-8%,-2%
Cc1cnc(C(=O)Nc2ccc(C(=O)N3CCCCC3)cc2)cn1,-1.5%,0.0%,0.6%,13%,-6%,-2.6%,5%,·,-4%
Clc1cccc(Cl)c1OCCOCCNCc1ccccc1,1.9%,-0.6%,-0.3%,-19%,-11%,4.6%,-75%[20 µM],-5%,11%
FC(F)(F)c1ccc(/C=N/n2c(COc3ccccc3)n[nH]c2=S)cc1,13%,0.1%,0.3%,-2%,-5%,1.6%,-26%,1%,1%
c1ccc(CN2CCN(c3ncccn3)CC2)cc1,-0.4%,0.1%,-0.4%,-22%,2%,1.0%,-1%[20 µM],-1%,5%
O=C(NCc1ccccn1)C1CC(c2ccccc2Cl)=NO1 (centres undefined),-1.0%,-0.2%,-0.1%,-12%,27%,·,16%[20 µM],-15%,12%
Cc1cccc(NC(=O)CSc2nc(C)c(CC(=O)c3ccc(Br)cc3)c(C)c2C#N)c1C,-1.0%,0.6%,-0.1%,-76%,-1%,-1.1%,-50%,-1%,8%
COC(=O)c1c(C)oc2ccc(N(C(=O)c3ccncc3)S(=O)(=O)c3ccc(C)cc3C)cc12,-0.7%,-2.2%,0.1%,58%,-10%,6.3%,-104%,-5%,8%
O=c1c2[nH]c3ccc(Cl)cc3c2ncn1CCN1CCCCC1,-2.0%,0.8%,0.2%,-1%,-2%,-4.2%,·,0%,-6%

Full records, quoted from the list:
`Cc1cccc(NC(=O)CSc2nc(C)c(CC(=O)c3ccc(Br)cc3)c(C)c2C#N)c1C` is listed with HIV fusion peptide = -1.0%; West Nile antiviral = 0.6%; GPR55 beta-arrestin = -0.1%; NOD1 inhibition = -76%; GPR35 antagonists = -1%; KOR beta-arrestin-1 = -1.1%; KOR beta-arrestin-2 = -50%; NS5 inhibitors = -1%; GPR55 antagonists = 8%
`COc1ccccc1N(CC(O)COc1ccccc1)S(=O)(=O)c1ccccc1` (centres undefined) is listed with HIV fusion peptide = 0.5%; West Nile antiviral = -1.5%; GPR55 beta-arrestin = -0.2%; NOD1 inhibition = -5%; GPR35 antagonists = 18%; KOR beta-arrestin-1 = 6.5%; KOR beta-arrestin-2 = 26%; NS5 inhibitors = 0%; GPR55 antagonists = -2%

Screening results as filed in PubChem.

Only part of the results is shown; count on the stated rates, not on these rows.
